Screens deposited in PubChem BioAssay by NCI.
NCI-60 one-dose screen, 48 h, at 10 µM unless noted. Numbers give growth in % (100 = growth as untreated, 0 = no growth, -100 = all killed).
RXF 393: RXF 393 renal cancer cells; 77,000 tested, 6.9% active; AID 1794773
OVCAR-3: OVCAR-3 ovarian cancer; 79,000 tested, 7% active
OVCAR-4: OVCAR-4 ovarian cancer cells. 80,000 tested, 3.7% active. AID 1794784
SK-OV-3: SK-OV-3 ovarian cancer cells; AID 1794785; 80,000 tested, 3.2% active
OVCAR-8: OVCAR-8 ovarian cancer; AID 1794782; 81,000 tested, 4.4% active
ACHN: ACHN renal cancer; AID 1794771; 81,000 tested, 4.9% active
OVCAR-5: OVCAR-5 ovarian cancer | AID 1794783 | 82,000 tested, 2.9% active
IGROV1: IGROV1 ovarian cancer; 79,000 tested, 4.7% active
A498: A498 renal cancer cells; 76,000 tested, 5.4% active
The depositor's hits bear a star; / = not tested or not shown; & = joins results of further samples. How the source made its calls: active means growth percent below 10; inactive means the rest.

SMILES	RXF 393	OVCAR-3	OVCAR-4	SK-OV-3	OVCAR-8	ACHN	OVCAR-5	IGROV1	A498
CC(=O)/C=C/c1ccc(N(CCO)Cc2ccc(C(C)(C)C)cc2)cc1	88	84	66	84	81	81	78	97	79
CCN1C(=O)/C(=C/c2ccc(OC)cc2)SC1=S	132	131	109	113	108	114	139	129	142
O=c1[nH]cc(CCc2ccccc2)c(=O)[nH]1	110	118	106	105	101	100	103	119	109
O=[N+]([O-])c1cccc(/C=C/c2nc[nH]c2[N+](=O)[O-])c1	113	100	100	98	103	93	97	72	88
CC1COc2c(N3CCN(C)CC3)c(F)cc3c(=O)c(C(=O)N/N=C/c4ccc5c(c4)OCO5)cn1c23 (centres undefined)	/	107	104	110	101	96	104	102	89
CCOC(=O)C1(C(=O)OCC)N=C(c2ccccc2)C=C1c1ccccc1	75	87	82	105	87	88	98	92	84
CC(C)(C)Nc1c(-c2c(O)c3ccccc3oc2=O)nc2sccn12	107	120	105	113	103	101	103	108	91
O=C1CC(c2nc3ccccc3[nH]2)CN1c1ccccc1 (centres undefined)	102	102	111	98	93	100	104	101	90
Nc1nc(N)c2c(n1)NC(c1cccc(Nc3ccnc4cc(C(F)(F)F)ccc34)c1)CC(c1ccc3c(c1)OCO3)=N2 (centres undefined)	52	66	86	77	73	102	123	73	88
O=c1[nH]nc(-c2ccccc2)c2sc3ncc(-c4ccc(Br)cc4)n3c12	58	0.3*	86	71	46	76	90	40	/
COc1ccc(/C=N\NC(=O)CCCCC(=O)N/N=C\c2ccc(OC)cc2)cc1	110&114	93&110	106&70	109&111	112&113	101&85	118&89	104&107	83
CC1CN(CCO)CC(C)O1 (centres undefined)	132	106	100	97	107	107	93	103	114
COc1ccc(-c2nnc(SCC(=O)N3CCN(c4cc5c(cc4F)c(=O)c(C(=O)O)cn5C4CC4)CC3)n2-c2ccccc2)cc1OC	122	116	100	79	101	97	95	102	114
COc1ccc(/C=C(\C#N)n2nc3cccc(F)c3n2)cc1	104	109	101	108	100	100	108	97	/
c1ccc(-c2cc3c(ncn4nc(-c5cccnc5)nc34)o2)cc1	110	108	101	99	101	110	110	97	85
CCCC(=O)NNc1[nH]c(-c2ccc(OC)cc2)cc1C(=O)OCC	107	90	117	113	110	73	96	18	96
COc1cc(-c2nnc(CNc3ccc(F)c(Cl)c3)o2)ccc1O	111	115	99	101	107	102	101	99	90
Cn1c(C(=O)NCc2ccc(Cl)cc2Cl)nc2ccccc2c1=O	103	108	87	100	90	102	113	99	80
O=C(NO)[C@H]1O[C@@H](n2cnc3c(=O)[nH]cnc32)[C@H](O)[C@@H]1O	112	109	108	/	104	106	107	110	/
COCCNC(=O)Cc1c(-c2ccc(OC)cc2)oc2c(OC)c3c(c(OC)c12)OCO3	92	110	107	106	102	96	100	90	49

Three entries already listed, sorted by molecular weight, highest first.
SMILES	RXF 393	OVCAR-3	OVCAR-4	SK-OV-3	OVCAR-8	ACHN	OVCAR-5	IGROV1	A498
Cn1c(C(=O)NCc2ccc(Cl)cc2Cl)nc2ccccc2c1=O	103	108	87	100	90	102	113	99	80
CCCC(=O)NNc1[nH]c(-c2ccc(OC)cc2)cc1C(=O)OCC	107	90	117	113	110	73	96	18	96
O=C1CC(c2nc3ccccc3[nH]2)CN1c1ccccc1 (centres undefined)	102	102	111	98	93	100	104	101	90

Additional compounds.
SMILES	RXF 393	OVCAR-3	OVCAR-4	SK-OV-3	OVCAR-8	ACHN	OVCAR-5	IGROV1	A498
Cc1nc2ncccc2nc1Nc1ccc(S(=O)(=O)Nc2cncs2)cc1	112	/	99	86	103	100	96	51	118
CC(C)NC(=S)Nc1c(N)n(C)c(=O)n(C)c1=O	136	135	/	113	109	110	108	159	105
C[C@@H](C[C@H](CCOCc1cccnc1)c1ccccc1)c1csc2ccccc12	99	85	79	89	83	93	99	92	97
NS(N)(=O)=O	/	117	104	113	96	97	102	120	106
CC(C)C[C@@H](CC(N)=O)CC(=O)N[C@@H](CC(=O)N1CCn2c(nnc2C(F)(F)F)C1)Cc1cc(F)c(F)cc1F	103	101	101	97	97	106	95	105	120
O=S(=O)(NCCNc1nccc(-c2c(-c3cccc(F)c3)nc3occn23)n1)c1ccccc1	39	86	78	77	68	45	105	54	55
CCC(=O)NC1=C(Cl)C(=O)C(NC(=O)CC)=C(Cl)C1=O	40	-94*	-98*	100	99	21	107	116	130
CC1(C)CC(=O)c2c(ccc(C(=O)C[C@H](N)CO)c2N)O1	44	7.0*	70	/	32	46	64	35	-17*
Cc1ccc(Nn2c(SCC(=O)Nc3nc4ccccc4s3)nc(C)c2C)cc1	93	89	74	89	80	88	110	84	105
CCCCCCCCCCCCCCCCCC(=O)OCCC(C)CCCC(C)C (centres undefined)	123	104	117	106	109	114	99	110	126
Cc1ccc2c(Cl)cc(Cl)c(O)c2n1	114	103	/	106	103	101	102	101	114
CSC(=NC(=O)c1c(Cl)cccc1Cl)SC	98	101	116	100	92	104	98	117	/
O=C(Nc1nc2ccc(OC(F)(F)F)cc2s1)c1ccc(F)cc1	49	-38*	26	4.6*	18	7.6*	43	31	16
CCN(CC)C(=O)Cn1cc([N+](=O)[O-])cc1[N+](=O)[O-]	117&105	103&120	105	109&99	106&102	102&100	105&96	99&84	107
COc1ccc(OCOCOc2ccc(OC)cc2)cc1	100	99	94	87	100	97	100	101	71
O=C(NCc1cccnc1)/C(=C\c1ccc(Br)cc1)S(=O)(=O)c1ccccc1	-88*	-97*	0.2*	10	3.0*	-15*	-41*	-11*	-20*
C=C(C)COc1ccc(C(C)(C)C)cc1	99	102	103	96	95	105	106	112	105
CC/C=C\C[C@H](O)C/C=C1/C(=O)C(Cl)=C[C@@H]1C/C=C\CCCC(=O)OC	-63*	-88*	-47*	8.0*	1.7*	-44*	-30*	-13*	1.9*
O=C(CCCCC(=O)N/N=C\c1cc(Cl)ccc1O)N/N=C\c1cc(Cl)ccc1O	88	39	55	76	71	60	97	75	88
CC[C@H](CC[C@@H](C)[C@H]1CC[C@H]2[C@@H]3CC=C4C[C@@H](OCCc5nn[nH]n5)CC[C@]4(C)[C@H]3CC[C@]12C)C(C)C	129	103	104	97	108	105	108	100	/
O=C1Nc2ccccc2/C1=C/C(=O)c1ccccc1[N+](=O)[O-]	105	100	97	/	104	85	101	69	105
Cc1ccccc1Oc1ccccc1N	92	101	88	102	93	95	90	83	101
Cn1c(=O)c2c(nc(CCC3CCCC3)n2C)n(C)c1=O	123	102	108	100	111	105	107	134	101
CC1(C)C/C(=C\c2ccccc2[N+](=O)[O-])C(=O)c2ccccc21	111	109	94	108	99	107	117	111	92
COc1cc(C(=O)N(C)C)cc(OC)c1OC	/	118	107	108	104	100	90	101	91
COc1ccc(/C=C2\N=C3SC=C(N4C(=O)CSC4=Nc4ccccc4)N3C2=O)cc1	108	101	104	102	95	106	107	95	106
CC(=O)OCCc1ccccc1C#N	104	114	111	102	106	97	101	120	107
C=C(C)OC(=O)C(C(=O)OCC)=C(C)C	114	111	112	107	97	103	101	98	97
COCCn1c(=N)c(S(=O)(=O)c2ccccc2)cc2c(=O)n3ccccc3nc21	108	111	98	105	106	107	107	107	91
O=C(CSc1nc(-c2ccc(F)cc2)nc2c1Cc1ccccc1O2)Nc1ccc(C(=O)O)cc1	111	93	105	93	99	101	119	90	113
CC(=O)O[C@H]1CC[C@]2(C)[C@H]3CC(=O)[C@H]4[C@@H]5CC(C)(C)CC[C@]5(C(=O)OC(=O)[C@]56CCC(C)(C)C[C@H]5[C@@H]5C(=O)C[C@@H]7[C@@]8(C)CC[C@H](OC(C)=O)C(C)(C)[C@@H]8CC[C@@]7(C)[C@]5(C)CC6)CC[C@@]4(C)[C@]3(C)CC[C@H]2C1(C)C	109	106	92	95	104	97	94	104	92
COc1cccc(-c2cc(-c3c[nH]c4ccccc34)nc(N)c2C#N)c1	48	/	67	69	56	73	93	55	47
CCOC(=O)/C=C/CSC(=S)OCC	114	112	103	113	105	104	102	115	96
CC(C)C(=O)NNc1ccccc1	114	106	106	99	96	92	95	97	101

15 compounds from above, sorted by formula weight, lowest first.
SMILES	RXF 393	OVCAR-3	OVCAR-4	SK-OV-3	OVCAR-8	ACHN	OVCAR-5	IGROV1	A498
CC(C)C(=O)NNc1ccccc1	114	106	106	99	96	92	95	97	101
CCOC(=O)/C=C/CSC(=S)OCC	114	112	103	113	105	104	102	115	96
COc1cc(C(=O)N(C)C)cc(OC)c1OC	/	118	107	108	104	100	90	101	91
CC(C)NC(=S)Nc1c(N)n(C)c(=O)n(C)c1=O	136	135	/	113	109	110	108	159	105
Cn1c(=O)c2c(nc(CCC3CCCC3)n2C)n(C)c1=O	123	102	108	100	111	105	107	134	101
CC1(C)CC(=O)c2c(ccc(C(=O)C[C@H](N)CO)c2N)O1	44	7.0*	70	/	32	46	64	35	-17*
O=C(NO)[C@H]1O[C@@H](n2cnc3c(=O)[nH]cnc32)[C@H](O)[C@@H]1O	112	109	108	/	104	106	107	110	/
CCC(=O)NC1=C(Cl)C(=O)C(NC(=O)CC)=C(Cl)C1=O	40	-94*	-98*	100	99	21	107	116	130
COc1cccc(-c2cc(-c3c[nH]c4ccccc34)nc(N)c2C#N)c1	48	/	67	69	56	73	93	55	47
COc1cc(-c2nnc(CNc3ccc(F)c(Cl)c3)o2)ccc1O	111	115	99	101	107	102	101	99	90
C[C@@H](C[C@H](CCOCc1cccnc1)c1ccccc1)c1csc2ccccc12	99	85	79	89	83	93	99	92	97
COc1ccc(/C=N\NC(=O)CCCCC(=O)N/N=C\c2ccc(OC)cc2)cc1	110&114	93&110	106&70	109&111	112&113	101&85	118&89	104&107	83
O=c1[nH]nc(-c2ccccc2)c2sc3ncc(-c4ccc(Br)cc4)n3c12	58	0.3*	86	71	46	76	90	40	/
O=S(=O)(NCCNc1nccc(-c2c(-c3cccc(F)c3)nc3occn23)n1)c1ccccc1	39	86	78	77	68	45	105	54	55
COc1ccc(-c2nnc(SCC(=O)N3CCN(c4cc5c(cc4F)c(=O)c(C(=O)O)cn5C4CC4)CC3)n2-c2ccccc2)cc1OC	122	116	100	79	101	97	95	102	114
